Screening results: PubChem BioAssay, Broad Institute
TcdB GH inh: blocks C. difficile toxin B glycohydrolase activity | TcdB glycohydrolase enzymatic assay, plate reader | inhibition, % at 9.99 µM | 350,000 tested, 0.24% active | AID 652162; in the data active = inhibition above about 10%
* hit, by the source's call.

SMILES	TcdB GH inh
C[C@@H](O)C#Cc1ccc2c(c1)O[C@@H](CN(C)Cc1cncnc1)[C@@H](C)CN([C@@H](C)CO)S2(=O)=O	-1.6
C[C@@H]1CN([C@@H](C)CO)S(=O)(=O)c2ccc(C#CCN(C)C)cc2O[C@@H]1CN(C)Cc1ccc2c(c1)OCO2	1.8
C[C@@H]1CN([C@@H](C)CO)C(=O)c2cc(-c3ccccc3F)cnc2O[C@H]1CN(C)Cc1ccccc1	0.7
COc1ccccc1-c1cn(CC[C@H]2CC[C@@H](NC(=O)C3CCCC3)[C@@H](CO)O2)nn1	-0.2
CNC[C@H]1Oc2ccc(NC(=O)Nc3ccc(F)cc3)cc2C(=O)N([C@H](C)CO)C[C@H]1C	-0.1
CC(C)(C)OC(=O)CC[C@@]12N=C(c3ccc(OCCCO)cc3)O[C@@H]1c1ccccc1CN(C(=O)c1ccccc1)C2=O	-4.6
CC=Cc1ccc2n(c1=O)C[C@H]1[C@H](CO)[C@@H](C(=O)NC3CCCC3)N(C(=O)C3CC3)[C@@H]21 (mixture of isomers)	1.1
C[C@@H]1CN([C@H](C)CO)C(=O)c2cc(NC(=O)c3ccncc3)ccc2O[C@@H](C)CCCCO[C@@H]1CN(C)Cc1ccc(C(F)(F)F)cc1	0.3
COc1ccc(CN(C)C[C@@H]2OCCCC[C@@H](C)Oc3ccc(NC(=O)Nc4ccc(C(F)(F)F)cc4)cc3C(=O)N([C@@H](C)CO)C[C@@H]2C)cc1	-0.9
CN(C)C(=O)C[C@H]1CC[C@@H]2[C@H](COc3ccc(NC(=O)C4CCC4)cc3C(=O)N2C)O1	0.4
O=C(CCN1CCCCC1)NCC[C@H]1CC[C@@H](NS(=O)(=O)c2cccc(F)c2)[C@H](CO)O1	-0.1
C/C=C/c1ccc([C@H]2[C@H]3CN(S(=O)(=O)c4ccccc4)CC(=O)N3[C@H]2CO)cc1	0.6
CO[C@@H]1CC[C@@H]2CCOc3c(C#N)cccc3C(=O)N(C)[C@H](C)C(=O)N(C)C[C@@H]1O2	-1.9
CNC[C@H]1Oc2ccc(NC(=O)C3CCCCC3)cc2C(=O)N([C@H](C)CO)C[C@H]1C	-1.6
O=C(N[C@@H]1CC[C@@H](CCNC(=O)C2CCOCC2)O[C@H]1CO)c1ccncc1	-0.8
CC(=O)N[C@H]1CC[C@@H](CCNC(=O)C2CC2)O[C@@H]1CO	-0.9
C[C@H]1CN([C@@H](C)CO)S(=O)(=O)c2ccc(C#Cc3ccc(F)cc3)cc2O[C@H]1CN(C)CC1CC1	0.3
C[C@@H]1CN([C@@H](C)CO)S(=O)(=O)c2ccc(-c3cncnc3)cc2O[C@H]1CN(C)C	-0.3
CO[C@@H]1CN(C)C(=O)c2cc(NC(=O)Nc3ccc(F)cc3)ccc2OC[C@H](C)NC[C@H]1C	-2.4
CNC[C@H]1Oc2ccc(N)cc2C(=O)N([C@@H](C)CO)C[C@@H]1C	-2.1
Cc1noc(C)c1S(=O)(=O)N(C)C[C@@H]1OCCCC[C@H](C)Oc2ccc(NC(=O)Nc3cccc4ccccc34)cc2C(=O)N([C@H](C)CO)C[C@H]1C	0.0
C[C@@H]1CN([C@H](C)CO)C(=O)c2cc(NC(=O)C3CCCCC3)ccc2O[C@@H](C)CCCCO[C@@H]1CN(C)Cc1ccc(C(=O)O)cc1	-0.5
CCOC(=O)/C=C/c1c(OC)cccc1OC	1.6
COc1ccc2c3c([nH]c2c1)[C@@H](CO)N(C)CC31CCN(C(=O)c2ccccn2)CC1	-0.2
CC(C)NC(=O)Nc1ccc2c(c1)C(=O)N([C@@H](C)CO)C[C@@H](C)[C@@H](CN(C)Cc1ccc3c(c1)OCO3)O2	0.1
O=C(C[C@@H]1C=C[C@H](NC(=O)Nc2ccccc2F)[C@H](CO)O1)NCc1ccc(Cl)cc1	1.7
COc1ccc(S(=O)(=O)N(C)C[C@H]2OCCCC[C@@H](C)Oc3ccc(NC(=O)CCC(F)(F)F)cc3C(=O)N([C@@H](C)CO)C[C@@H]2C)cc1	0.5
C[C@@H]1CN([C@@H](C)CO)C(=O)c2cccc(NS(C)(=O)=O)c2O[C@H]1CN(C)Cc1ccncc1	-0.4
O=C(C[C@@H]1CC[C@H](NS(=O)(=O)c2cccc(F)c2)[C@H](CO)O1)N1CCCCC1	0.7
OC[C@H]1N[C@@H](CNCC2CCC2)[C@@H]1c1ccc(C2=CCCCC2)cc1	-1.2
CCC(=O)Nc1ccc2c(c1)C(=O)N(C)[C@@H]1CC[C@@H](CC(=O)N3CCc4ccccc4C3)O[C@@H]1CO2	0.0
C[C@H](CO)N1C[C@H](C)[C@H](CN(C)S(=O)(=O)c2cn(C)cn2)Oc2ccc(NS(=O)(=O)c3ccccc3)cc2C1=O	-0.1
COCC#Cc1ccc([C@H]2[C@H]3CN(C(=O)CN(C)C)CCCCN3[C@H]2CO)cc1	0.3
COc1ccc(CNC(=O)C[C@H]2CC[C@@H]3[C@@H](COc4ccc(NC(=O)C5CC5)cc4C(=O)N3C)O2)cc1	0.8
CCCNC(=O)N1[C@H](CNC(C)=O)[C@@H](c2ccc(-c3ccccc3)cc2)[C@@H]1CO	0.1
C[C@@H]1CCCCO[C@H](CN(C)S(=O)(=O)c2cn(C)cn2)[C@@H](C)CN([C@H](C)CO)C(=O)c2cc(NS(=O)(=O)c3cccs3)ccc2O1	-0.8
C[C@@H]1CN([C@H](C)CO)S(=O)(=O)c2ccc(C3=CCCCC3)cc2O[C@@H]1CN(C)S(=O)(=O)c1ccc(F)cc1	0.5
Cc1ccc(S(=O)(=O)NCC[C@H]2CC[C@H](NS(=O)(=O)c3ccccc3Cl)[C@@H](CO)O2)cc1	0.7
Cc1ccc(-c2ccccc2[C@H]2[C@@H](CO)N(C(=O)Cc3cccnc3)[C@H]2C#N)cc1	0.1
CCc1csc(N2[C@@H](C#N)[C@@H](c3ccc(C#Cc4ccc(F)cc4)cc3)[C@@H]2CO)n1	0.3
C[C@@H]1CN([C@H](C)CO)C(=O)c2cccc(NC(=O)Nc3ccc(F)cc3)c2O[C@@H]1CN(C)C(=O)Nc1ccccc1	-0.6
C[C@@H]1CN([C@H](C)CO)S(=O)(=O)c2ccc(C#CC(C)(C)O)cc2O[C@H]1CN(C)Cc1ccc(F)cc1	0.6
CCC(=O)N[C@H]1C=C[C@H](CC(=O)NCc2cc(F)cc(F)c2)O[C@@H]1CO	-0.3
COc1ccc(CN(C)C[C@@H]2OCCCC[C@H](C)Oc3ccc(NC(=O)CCC(F)(F)F)cc3C(=O)N([C@H](C)CO)C[C@H]2C)cc1	-0.6
O=C(C1CCC1)N1[C@@H](CO)[C@@H](c2ccccc2)C12CN(Cc1ccccc1)C2	-0.8
COc1ccc2c3c(n(C)c2c1)[C@H](CO)N(C(=O)c1cccnc1)CC31CCN(C(=O)c2cccnc2)CC1	0.6
Cn1cnc(S(=O)(=O)N2C[C@@H](O)COC[C@H]3O[C@@H](CC(=O)NCc4cccc(F)c4)CC[C@@H]32)c1	1.4
COc1ccc(-c2cnc3c(c2)C(=O)N([C@@H](C)CO)C[C@@H](C)[C@@H](CN(C)C(=O)CN(C)C)O3)cc1	0.6
C[C@@H]1CN([C@@H](C)CO)C(=O)c2cc(C#CCN(C)C)cnc2O[C@H]1CN(C)C(=O)c1ccc2c(c1)OCO2	0.8
C[C@@H]1CN([C@H](C)CO)C(=O)c2cccc(NC(=O)Nc3cccc4ccccc34)c2O[C@@H]1CN(C)S(C)(=O)=O	0.5
O=C(C1CCOCC1)N1C[C@H]2[C@@H](c3ccccc31)[C@@H](CO)N2C(=O)Nc1ccccc1F	-5.5
O=C(Cc1ccccn1)N[C@H]1CC[C@H](CCNC(=O)c2cc(Cl)cc(Cl)c2)O[C@H]1CO	-1.6
C[C@@H]1CN([C@H](C)CO)C(=O)c2cc(-c3ccccc3)cnc2O[C@@H]1CN(C)C(=O)c1ccccn1	-0.6
N#C[C@H]1[C@@H](c2ccccc2-c2cccc(F)c2)[C@@H](CO)N1C(=O)c1cccnc1	0.3
OC[C@H]1[C@@H](c2ccc(C#CC3(O)CCCC3)cc2)[C@H]2CN(Cc3cncnc3)CCCCN21	-0.3
CN(C)C(=O)c1cccc(-c2ccc([C@@H]3[C@@H](CO)N4CCCCN(Cc5cccnc5)C[C@@H]34)cc2)c1	0.1
COc1ccccc1C#Cc1ccc2c(c1)O[C@@H](CN(C)Cc1cncnc1)[C@@H](C)CN([C@@H](C)CO)S2(=O)=O	1.2
O=C(Cc1ccccn1)N[C@H]1CC[C@H](CCn2cc(-c3ccc(F)cc3)nn2)O[C@H]1CO	-7.3
CO[C@H](CN(C)C(=O)c1ccccc1F)[C@H](C)CN([C@H](C)CO)S(=O)(=O)c1ccccc1	-5.2
COCCNC(=O)C[C@@H]1C=C[C@@H](NC(=O)NC2CCCC2)[C@H](CO)O1	0.3

Part of the list above, bar-delimited.
SMILES | TcdB GH inh
CCC(=O)N[C@H]1C=C[C@H](CC(=O)NCc2cc(F)cc(F)c2)O[C@@H]1CO | -0.3
COCCNC(=O)C[C@@H]1C=C[C@@H](NC(=O)NC2CCCC2)[C@H](CO)O1 | 0.3
COc1ccc(-c2cnc3c(c2)C(=O)N([C@@H](C)CO)C[C@@H](C)[C@@H](CN(C)C(=O)CN(C)C)O3)cc1 | 0.6
C[C@@H]1CN([C@H](C)CO)S(=O)(=O)c2ccc(C#CC(C)(C)O)cc2O[C@H]1CN(C)Cc1ccc(F)cc1 | 0.6

Remaining list, next part.
SMILES	TcdB GH inh
CCCC#Cc1ccc2c(c1)O[C@@H](CN(C)Cc1cccnc1)[C@@H](C)CN([C@@H](C)CO)S2(=O)=O	-5.8
O=C(O)[C@H]1[C@H](CO)[C@H]2Cn3c(cccc3=O)[C@H]2N1C(=O)NC1CCCC1	0.1
CCCNC(=O)NC[C@H]1[C@H](c2ccc(C3=CCCC3)cc2)[C@@H](CO)N1C(=O)CC	-11.0
C[C@@H]1CN([C@H](C)CO)C(=O)c2cc(-c3cccc(C#N)c3)cnc2O[C@H]1CN(C)C(=O)c1cnccn1	0.9
COc1ccc(NC(=O)N(C)C[C@@H]2Oc3ccc(NS(=O)(=O)c4ccc(OC)cc4)cc3C(=O)N([C@H](C)CO)C[C@@H]2C)cc1	-0.1
CC(C)NC(=O)Nc1ccc2c(c1)C(=O)N([C@@H](C)CO)C[C@H](C)[C@H](CN(C)CC1CCCCC1)OCCCC[C@H](C)O2	-1.3
O=C(C[C@H]1CC[C@H]2[C@@H](COC[C@H](O)CN2Cc2cccc(Cl)c2)O1)NCC1CCCCC1	-0.4
COc1ccc(NC(=O)N(C)C[C@@H]2Oc3ccc(NC(=O)CCN4CCOCC4)cc3C(=O)N([C@@H](C)CO)C[C@H]2C)cc1	0.1
COc1ccc(S(=O)(=O)N2CC3(CN(C(=O)CN(C)C)[C@H](CO)c4c3c3ccc(OC)cc3n4C)C2)cc1	0.5
C[C@@H]1CN([C@@H](C)CO)C(=O)c2cccc(NS(=O)(=O)c3ccccc3)c2O[C@H]1CN(C)S(=O)(=O)c1cccs1	-1.9
C[C@H](CO)N1C[C@H](C)[C@H](CN(C)S(=O)(=O)c2ccc(F)cc2)Oc2c(NC(=O)Nc3ccccc3)cccc2C1=O	0.7
COc1ccc(CN(C)C[C@H]2OCCCC[C@@H](C)Oc3ccc(NC(=O)Nc4ccc(F)cc4)cc3C(=O)N([C@@H](C)CO)C[C@H]2C)cc1	-0.3
CCc1nc(N2[C@@H](C#N)[C@@H](c3ccccc3-c3ccc(F)cc3)[C@@H]2CO)sc1C	-0.7
C[C@@H](O)C#Cc1ccc([C@H]2[C@H](CO)N3CCCCN(C(=O)c4ccc(F)cc4)C[C@@H]23)cc1	0.3
COc1ccc(CN(C)C[C@H]2Oc3ccc(NS(=O)(=O)c4cccs4)cc3C(=O)N([C@@H](C)CO)C[C@@H]2C)cc1	-9.9
CCC(=O)Nc1ccc2c(c1)C(=O)N(C)C[C@@H](OC)[C@H](C)CN(CCc1ccccc1)[C@@H](C)CO2	0.5
Cn1cnc(S(=O)(=O)N2C[C@@H](O)COC[C@@H]3O[C@H](CC(=O)NC4CCCC4)CC[C@H]32)c1	-1.0
COc1ccc(NC(=O)N2C[C@@H](O)COC[C@@H]3O[C@H](CC(=O)N4CCCCC4)CC[C@H]32)cc1	1.1
C[C@@H]1CCCCO[C@@H](CN(C)C(=O)Nc2ccc(C(F)(F)F)cc2)[C@@H](C)CN([C@H](C)CO)C(=O)c2cc(NC(=O)Nc3ccc4c(c3)OCO4)ccc2O1	-1.0
CC(C)CC#Cc1ccc2c(c1)O[C@H](CN(C)Cc1ccc(F)cc1)[C@H](C)CN([C@H](C)CO)S2(=O)=O	-0.6
CCCNC(=O)C[C@H]1C[C@H]2c3cc(NC(=O)NC4CCCC4)ccc3O[C@H]2[C@@H](CO)O1	-0.5
O=C(CC1CC1)N1CC2(C1)[C@H](c1ccccc1)[C@H](CO)N2C(=O)c1cnccn1	0.7
C[C@H](CO)N1C[C@H](C)[C@H](CN(C)Cc2ccc(Oc3ccccc3)cc2)OCc2cnnn2CCCC1=O	0.3
CCCC#Cc1ccc([C@H]2[C@@H](CO)N3C(=O)CN(C(=O)c4ccncc4)C[C@@H]23)cc1	-0.7
COc1ccc(S(=O)(=O)Nc2cccc3c2O[C@H](CN(C)C(=O)Nc2ccc(F)cc2)[C@H](C)CN([C@H](C)CO)C3=O)cc1	0.1
O=C(C[C@H]1CC[C@H]2[C@@H](COC[C@@H](O)CN2Cc2cccc(C(F)(F)F)c2)O1)NCc1ccncc1	-0.3

Compounds shown so far with a cyano group (6):
SMILES	TcdB GH inh
CO[C@@H]1CC[C@@H]2CCOc3c(C#N)cccc3C(=O)N(C)[C@H](C)C(=O)N(C)C[C@@H]1O2	-1.9
Cc1ccc(-c2ccccc2[C@H]2[C@@H](CO)N(C(=O)Cc3cccnc3)[C@H]2C#N)cc1	0.1
CCc1csc(N2[C@@H](C#N)[C@@H](c3ccc(C#Cc4ccc(F)cc4)cc3)[C@@H]2CO)n1	0.3
N#C[C@H]1[C@@H](c2ccccc2-c2cccc(F)c2)[C@@H](CO)N1C(=O)c1cccnc1	0.3
C[C@@H]1CN([C@H](C)CO)C(=O)c2cc(-c3cccc(C#N)c3)cnc2O[C@H]1CN(C)C(=O)c1cnccn1	0.9
CCc1nc(N2[C@@H](C#N)[C@@H](c3ccccc3-c3ccc(F)cc3)[C@@H]2CO)sc1C	-0.7

An excerpt, so the mix of outcomes need not match the whole.
